# aSyn 5UTR inh – 5' untranslated region of α-synuclein, MLPCN primary screen | alpha-synuclein 5'UTR reporter, inhibitor activity | inhibition, % (tested at 7.5 µM) | 0.82% of 300,000 active; in the data active means inhibition above about 60%; inconclusive means no clear call, values can overlap the other calls;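 further: H4 neuroglioblastoma cells stably carrying SNCA 5'UTR luciferase fusion; 0% = DMSO wells and 100% = positive control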
# GSK3 alpha inh – inhibitors of human GSK-3 alpha kinase; inhibition, % at 10 µM; ADP-Glo luminescence, 60 min; P49840; 0.1% of 320,000 active;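 in the data active means inhibition above about 50%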;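 further: GST-tagged GSK-3 alpha with peptide substrate and 25 µM ATP; 0% = DMSO neutral wells and 100% = GW8510 positive control wells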
# Target sequence (P49840 whole entry, looked up): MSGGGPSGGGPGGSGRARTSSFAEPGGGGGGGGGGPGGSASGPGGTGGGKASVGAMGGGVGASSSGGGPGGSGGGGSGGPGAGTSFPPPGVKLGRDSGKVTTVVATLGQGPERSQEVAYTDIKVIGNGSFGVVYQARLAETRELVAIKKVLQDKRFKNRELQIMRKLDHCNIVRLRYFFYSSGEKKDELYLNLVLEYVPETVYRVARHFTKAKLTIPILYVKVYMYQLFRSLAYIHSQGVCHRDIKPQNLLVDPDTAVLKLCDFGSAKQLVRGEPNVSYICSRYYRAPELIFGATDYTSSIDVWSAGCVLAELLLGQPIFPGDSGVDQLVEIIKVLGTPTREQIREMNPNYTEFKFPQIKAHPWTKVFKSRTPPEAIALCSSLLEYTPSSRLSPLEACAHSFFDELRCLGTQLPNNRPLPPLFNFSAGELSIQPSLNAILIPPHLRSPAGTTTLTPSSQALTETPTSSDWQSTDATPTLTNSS
# HSF1 inh – HSF1 inhibition. NIH3T3-HGL HSE-luciferase, MG132-induced, luminescence 8 h; stronger effect = lower value. activity change, negative = inhibition, % at 7.5 µM (by protocol). 0.77% of 300,000 active. AID 2098;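 active means more than half of replicate wells show activity change below -50%, luminescence cut by over half; inconclusive means some wells, but at most half, below -50%; inactive means no replicate well below -50%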;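 further: luciferase reports HSF-1 transcriptional activity via heat shock element; 0% = median of DMSO wells and -100% = zero luminescence signal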
# IEC-6 tox – kills IEC-6 intestinal cells in KLF5 counter-screen; IEC-6 cytotoxicity, luminescence viability; AID 1825; 0.78% of 290,000 active; inhibition, % at 5 µM; in the data active means inhibition above about 22%;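 further: 0% = plate median of test compound wells and 100% = cytotoxic reference compound wells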
# HSF-1 act – increases HSF-1 driven luciferase reporter signal; activation, % at 9 µM; NIH3T3-HGL HSF-1 luciferase reporter, MG132, 8 h; 100% = twice DMSO control signal; AID 504408; 1.7% of 300,000 active;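 active means mean replicate activation of at least 50% with a set share of replicates each reaching 50%; inconclusive means only one of those two conditions met; inactive means mean below 50% and too few replicates reaching it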;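 further: 0% = median of the neutral control wells and 100% = twice that signal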
# GSK3B inh – blocks human GSK3beta kinase activity; P49841; GST-GSK3beta kinase, ADP-Glo luminescence, 60 min; stronger effect = lower value; activity score (negative = inhibition), % at 10 µM; 0.038% of 300,000 active; AID 2097;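 active means more than half of replicate wells score below -50%, meaning over 50% inhibition versus plate controls; inconclusive means some replicates but at most half score below -50%; inactive means no replicate scores below -50%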;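 further: 0% = median DMSO wells and -100% = median GW8510 positive control wells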
# Target sequence (P49841 whole entry, looked up): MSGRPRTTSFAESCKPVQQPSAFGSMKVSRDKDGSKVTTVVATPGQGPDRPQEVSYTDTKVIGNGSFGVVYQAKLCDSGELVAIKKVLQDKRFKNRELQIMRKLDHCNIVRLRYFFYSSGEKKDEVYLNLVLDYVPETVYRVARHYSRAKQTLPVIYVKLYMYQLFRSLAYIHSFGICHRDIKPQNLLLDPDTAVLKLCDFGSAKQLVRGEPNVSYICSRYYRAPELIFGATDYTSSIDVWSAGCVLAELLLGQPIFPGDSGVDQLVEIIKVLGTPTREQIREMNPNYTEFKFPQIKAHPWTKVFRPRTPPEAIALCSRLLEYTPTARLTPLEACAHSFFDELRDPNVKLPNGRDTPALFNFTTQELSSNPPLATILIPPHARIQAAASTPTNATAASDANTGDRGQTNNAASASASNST
#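 Test system: GST-tagged human GSK3beta kinase, cell-free; evaluation: activity score scaled between in-plate DMSO and GW8510 controls; measured by: ADP-Glo luminescence; incubation: 60 min reaction, RT; benchmarks: DMSO and 20 µM GW8510; reagent: peptide substrate plus 25 µM ATP (final); medium: Tris/MgCl2 kinase buffer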
# HSP90 inh – HSP90 refolding inhibition in rabbit reticulocyte lysate. 0.91% of 290,000 active. inhibition, % at 5.6 µM. luciferase refolding luminescence, 3 h;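 active means inhibition above the screen-wide mean plus 3 SD, computed separately per campaign, cut at about 16% in these data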;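 further: 0% = DMSO wells and 100% = 60 µM geldanamycin wells; inhibitors lower the luminescence because luciferase stays unfolded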
# KLF5 inhibitor – kruppel-like factor 5 inhibition | 0.23% of 290,000 active | AID 1700 | DLD-1 KLF5 promoter-luciferase reporter, luminescence | inhibition, % at 5 µM;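 active means inhibition above a per-plate limit of that plate's mean compound inhibition plus 3 SD, cut at about 60% in these data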;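 further: 0% = DMSO wells and 100% = LY294002 at 200 µM; higher means less KLF5 promoter-driven luciferase light; inactives centre near -14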
# Dyrk1A ADPGlo – blocks rat Dyrk1A kinase activity. Q63470. ADP-Glo luminescence, NFATc1 peptide. inhibition, % at 12.5 µM. 0.43% of 310,000 active; in the data active means inhibition above about 50%;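 further: plate controls were vehicle with enzyme for no effect and no enzyme for full effect; many of its hits are not listed in these tables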
# Platelet DG rel – modulates dense granule release in human platelets | 0.22% of 300,000 active | AID 1663 | human platelet-rich plasma, SFLLRN dense granule ATP release, luminescence | inhibition, %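 (compounds screened at 7.5 µM in platelet-rich plasma)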;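 active means mean replicate score, as percent of positive control, at or above 50; inconclusive means mean below 50 but at least one replicate at or above 50; inactive means mean and every replicate below 50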
# Active calls of the source: *; ? = inconclusive; / = not tested or not shown. Only part of the results is shown (hit frequency here may not be typical).
mol	aSyn 5UTR inh	GSK3 alpha inh	HSF1 inh	IEC-6 tox	HSF-1 act	GSK3B inh	HSP90 inh	KLF5 inhibitor	Dyrk1A ADPGlo	Platelet DG rel
COc1ccc(CN2CCCC(C(=O)c3ccc(Cl)cc3)C2)cc1Cn1cncn1 (stereo not drawn)	-5.6	-0.5	3.3	-2.5	21.3	3.1	-2.3	-18.9	-0.3	1.8
COc1ccc(NC(=O)N2c3ccc(OC)cc3C(C)=CC2(C)C)cc1	-12.1	-2.4	-5.8	1.8	0.7	-0.8	1.3	-8.5	19.8	2.0
O=C(Nc1cccs1)Nc1c(F)cc(F)cc1Br	-4.3	-1.3	4.4	5.8	9.4	0.4	-1.5	-32.4	-4.4	0.3
O=C(NCCc1ccc(Cl)cc1)C1CCN(S(=O)(=O)c2ccc(Br)s2)CC1	25.1	-0.6	9.9	-6.3	-8.1	3.2	-1.4	-31.3	/	4.0
CCOC(=O)C1=C(C)N=c2s/c(=C\c3ccc(OCC(=O)O)cc3)c(=O)n2C1c1ccccc1OC (stereo not drawn)	-20.8	-0.5	8.5	-3.7	3.8	-0.9	-3.4	-4.4	1.4	9.6
CCN(CC)/C(Sc1ccccc1)=C(/C(Cl)=C(Cl)Cl)[N+](=O)[O-]	-18.7	-0.4	-1.4	0.2	-3.4	5.9	1.6	-12.8	1.4	-8.0
CCc1nnc(NC(=O)C2CCCN2C(=O)Nc2ccc(Cl)cc2)s1 (stereo not drawn)	-7.1	-3.9	-4.3	-3.1	8.7	-1.1	-4.8	-16.1	-4.6	/
Clc1c(Cl)c(Cl)c2n[nH]nc2c1Cl	-5.9	6.1	0.6	-9.1	/	1.1	-3.2	3.5	79.8*	-16.5
CCOc1ccc(NC(=S)NC(=O)/C=C/c2ccco2)cc1	-90.8	/	5.0	1.9	-0.7	2.9	8.1	-17.9	12.7	-7.8
Cc1ccc(C(=O)NC(=S)NCC(=O)c2ccccc2)cc1	-30.8	1.2	11.3	4.1	22.2	-1.1	-3.0	-22.9	/	-0.6
Cc1cc(C)c(NC(=O)CS(=O)CC(=O)NCC2CCCO2)c(C)c1 (stereo not drawn)	17.1	-5.8	-5.5	0.5	-9.5	-1.0	1.3	-40.9	4.1	4.1
CC(C)CCN1CCN(CC#Cc2ccccc2)CC1CCO (stereo not drawn)	-5.8	2.7	3.3	2.0	4.4	-0.1	0.8	-18.2	-1.0	6.8
COc1ccccc1NC(=O)N(Cc1ccco1)Cc1cc2cccc(C)c2[nH]c1=O	-10.3	0.9	8.7	5.7	20.3	1.4	3.2	-32.6	8.5	-2.8
COc1ccccc1Nc1nc(N)nc(CN2CCC(Cc3ccccc3)CC2)n1	-14.4	-0.4	5.8	7.0	-0.9	5.1	1.7	3.0	-4.7	-0.7
Cc1cccc(NC2=NC3(CCCCC3)N=C(N)N2)c1C	-2.5	0.9	1.7	-1.3	4.1	-1.0	-3.1	-10.2	3.8	2.6
O=C(Cn1nc(-c2ccco2)ccc1=O)Nc1ccc(Cl)c(Cl)c1	25.5	-0.4	10.3	-3.2	25.0	-3.0	4.0	-4.2	-3.9	-1.5
CCN1CCC(N2CCN(c3ccc(F)cc3)CC2)CC1	6.3	0.5	-5.8	3.8	-1.7	2.1	-4.5	-11.6	1.1	-0.3
Cc1ccc(NC(=O)c2ccc(NCCN)c([N+](=O)[O-])c2)cc1Cl	-85.1	1.4	6.0	5.0	10.5	-4.2	-4.2	1.2	-4.7	15.6
Cc1ccc(C(=O)OCC(=O)NCc2ccco2)s1	0.3	3.4	1.0	-6.7	12.4	1.8	0.8	-34.3	4.3	0.6
O=C(Nc1cccc(C(=O)O)c1)/C(=C\c1ccccc1)NC(=O)c1cccc2ccccc12	-14.1	-3.2	-9.9	1.1	-3.3	4.6	3.2	-8.7	2.2	-6.9
Cc1ccc(NC(=O)c2cccc(C(=O)Nc3ccc(C)cc3C(=O)O)c2)c(C(=O)O)c1	11.3	-2.8	-13.1	-5.2	-1.4	10.2	-2.1	-23.4	-1.0	-6.7
CCC(C)NCC(=O)Nc1ccc(-c2nc3cc(NC(=O)CNC(C)CC)ccc3o2)cc1 (stereo not drawn)	/	-1.5	/	3.3	/	/	1.0	-4.2	-3.5	/
O=C(COc1ccccc1Cl)N1CCN(c2ccc(F)cc2)CC1	12.4	-1.8	4.4	-0.9	6.0	-3.5	0.2	-11.0	1.8	6.4
Cc1nc(-c2cc(-c3nc(-c4cc(C(F)(F)F)cc(C(F)(F)F)c4)no3)no2)cs1	9.4	-4.6	-7.7	-0.9	-5.7	-3.1	-3.8	-20.4	/	4.5
Cc1cc(C)c2c(c1)cc(C)c1nnc(SCC(=O)N3CCCc4ccccc43)n12	15.6	1.0	6.4	-0.8	31.0	2.6	1.5	16.5	-0.7	-4.9

mol	aSyn 5UTR inh	GSK3 alpha inh	HSF1 inh	IEC-6 tox	HSF-1 act	GSK3B inh	HSP90 inh	KLF5 inhibitor	Dyrk1A ADPGlo	Platelet DG rel
Cc1cc(C)cc(N(CC(=O)N2CCCCCC2)S(C)(=O)=O)c1	-0.2	/	-2.9	-0.5	3.2	1.5	0.1	-52.8	6.4	5.8
Cc1[nH]c2ccccc2c1/C=N/NC(=O)CNC(=O)c1ccc2c(c1)OCO2	9.8	-0.2	/	3.5	/	1.3	2.6	-14.1	-1.6	4.7
O=[N+]([O-])c1ccc(SCCc2ccccn2)cc1	-35.8	1.6	0.6	-2.1	11.5	-1.9	1.4	-11.9	-4.3	7.0
CC(=O)N1CCOc2ccc(S(=O)(=O)N3CCC(C(=O)NCc4ccc(F)cc4)CC3)cc21	-4.4	-1.4	-0.8	2.2	-9.6	2.3	7.7	2.6	3.3	8.0
O=C(Nc1ccc(Cl)c([N+](=O)[O-])c1)c1ccc2c(c1)OCCO2	-133.0	-4.5	-9.4	-1.2	0.1	3.8	-6.7	-143.6	1.1	-28.5
COCCCn1c(SCC(=O)n2c(C)c(C)c3ccccc32)nnc1-c1ccoc1C	18.2	-0.9	4.4	2.5	16.8	0.6	1.8	4.4	0.6	1.1
CNC(=O)/C=C/c1cccc(C(F)(F)F)c1	16.5	-0.6	-7.7	3.3	7.0	1.9	-6.6	-27.8	-0.8	5.4
CC(CCc1ccccc1)NC(=O)COC(=O)c1cccs1 (stereo not drawn)	4.7	-0.5	-0.5	-6.4	2.5	2.4	-0.9	-27.1	-1.0	5.0
Cc1cc(-c2n[nH]c(=S)n2-c2ccccc2)nn1C	18.2	0.2	-8.6	1.2	2.9	-0.3	0.3	-8.0	-4.5	-43.4
COc1c(Cl)cc(C(=O)O)cc1Cl	8.3	-5.3	-6.7	/	5.1	5.5	/	/	3.7	1.6
O=C(N/N=C/C1CC=CCC1)c1cc(-c2cccnc2)nc2ccccc12 (stereo not drawn)	-11.6	-2.0	-4.8	5.5	0.6	4.3	0.0	-4.7	-7.3	2.4
OCCN(CC#CCC(O)(c1ccccc1)C1CCCC1)CCO (stereo not drawn)	5.8	-1.7	-8.5	-5.5	1.4	0.1	-1.8	-22.2	/	-3.3
O=C1c2ccccc2C(Nc2ccc(Cl)cn2)N1c1ccccn1 (stereo not drawn)	-38.9	2.7	-43.4	-0.6	-53.6	2.6	1.9	-7.6	16.9	?
Cn1cc(CCC(=O)N2CCCC(N3CCN(c4ccccc4F)CC3)C2)cn1 (stereo not drawn)	-23.3	-1.1	2.8	4.3	16.6	-0.3	-3.6	-17.1	1.4	-8.2
O=C(NCc1ccccc1)C(c1ccccc1)N(Cc1cccs1)C(=O)c1cnccn1 (stereo not drawn)	-13.1	-4.1	-3.1	-6.5	6.0	1.0	-1.4	-10.1	2.8	-5.1
O=C(O)C(=O)Cc1c[nH]c2ccccc12	5.4	0.2	7.9	4.1	16.7	0.0	-4.1	-22.2	14.2	1.5
CO/N=C(\Cn1ncc(N2CCCC2)c(Br)c1=O)c1ccc(Cl)cc1	-42.9	-3.0	0.9	-3.4	6.7	-0.6	4.4	-5.7	2.2	-3.5
O=C(CN1CCNC(=O)C1)NCCc1ccc(Cl)cc1Cl	-13.9	4.6	2.3	1.0	8.1	0.0	-3.0	-16.1	0.9	5.8
COc1cc2nc(Cl)nc(NCCO)c2cc1OC	13.2	0.9	-1.2	3.0	-2.1	-1.3	1.4	-18.1	1.6	8.3
O=C(CNC(=O)c1ccc(F)cc1)N/N=C/c1cc(Br)ccc1OC(=O)/C=C/c1ccco1	49.9	3.8	6.7	-9.0	12.9	-0.2	1.4	-25.0	-6.1	-1.7
CCOc1ccc(/C=C(\C#N)C(=O)Nc2ccccn2)cc1	-14.6	-0.4	12.6	-4.1	38.0	-1.4	-0.9	-24.1	/	12.5
CC1(C)CC(NCc2ccc3c(c2)OCO3)CCO1 (stereo not drawn)	1.7	-2.9	?	3.9	-58.4	-1.3	-0.2	-13.1	-3.1	-1.1
CCc1ccc(OCCCOc2ccc(C=O)cc2)cc1	3.6	4.6	0.3	-5.4	6.3	/	1.1	-47.9	1.3	0.9
CCOC(=O)C1(Cc2ccccc2Cl)CCN(C(=O)c2cc(C)on2)CC1	-83.5	-0.1	33.8	1.0	?	1.0	5.8	-47.8	-1.4	-7.7
Cc1c(NS(=O)(=O)c2ccc3c(c2)Cc2ccccc2-3)c(=O)n(-c2ccccc2)n1C	13.4	-3.3	1.8	-8.5	15.0	3.0	-2.7	-18.0	-6.0	6.2

mol	aSyn 5UTR inh	GSK3 alpha inh	HSF1 inh	IEC-6 tox	HSF-1 act	GSK3B inh	HSP90 inh	KLF5 inhibitor	Dyrk1A ADPGlo	Platelet DG rel
COc1ccc(C=NC(CO)C(O)c2ccc([N+](=O)[O-])cc2)cc1 (stereo not drawn)	-16.7	-2.2	-4.0	1.3	-6.3	3.5	1.9	-15.6	-7.9	-2.1
CN(C)C(=O)c1ccc(Nc2nnc(-c3ccc(O)cc3)c3ccccc23)cc1	-5.8	-1.7	-1.3	3.1	34.3	1.1	2.0	-1.3	2.6	-3.1
COc1ccc(/C=C/C(=O)N(C)C2CCS(=O)(=O)C2)cc1 (stereo not drawn)	1.6	/	-2.6	/	16.7	-2.6	/	/	-1.7	-0.5
CCNC(=S)N(CCc1c(C)[nH]c2ccccc12)Cc1cc(OC)c(OC)c(OC)c1	26.2	1.0	3.6	0.2	1.7	-1.3	-3.4	-2.4	1.8	-19.7
C[C@@H]1C=C(C(=O)N2CCN(Cc3ccc4c(c3)OCO4)CC2)O[C@H](OCCCCO)C1	-8.4	/	-7.5	7.3	10.1	0.6	9.7	-15.3	-1.7	-3.2
O=C(NNC(=O)c1cc2ccccc2cc1O)NC1CCCCC1	-17.5	-1.7	3.8	-6.6	29.8	-2.9	-4.1	-49.6	5.3	0.2
